High-throughput results from PubChem BioAssay.
Rpn11 block: Rpn11 (human) deubiquitinase inhibition; 360,000 tested, 0.59% active; O00487; human 26S proteasome, Ub4-pepOG fluorescence polarization; 20S core pre-blocked with epoxomicin; AID 588493; calls only at 20 µM;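 active = inhibition at 20 µM, scaled to each plate's controls, above about 33%, limit read from the data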
Target sequence (O00487 whole entry, looked up): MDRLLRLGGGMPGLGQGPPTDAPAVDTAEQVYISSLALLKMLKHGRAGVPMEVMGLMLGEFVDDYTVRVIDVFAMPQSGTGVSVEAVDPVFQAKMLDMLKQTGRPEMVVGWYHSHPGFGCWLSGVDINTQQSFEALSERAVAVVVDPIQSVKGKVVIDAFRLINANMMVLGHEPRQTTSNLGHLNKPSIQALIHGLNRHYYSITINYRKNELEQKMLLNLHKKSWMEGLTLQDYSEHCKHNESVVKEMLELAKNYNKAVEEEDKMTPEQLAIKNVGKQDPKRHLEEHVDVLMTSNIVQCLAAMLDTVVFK
MT1-MMP act inh: MT1-MMP (human) activation inhibition | HT1080 RFP-PRO-GFP cells, GFP/RFP ratio fluorescence, overnight; percent of plate control window, DMSO zero | GFP/RFP ratio change, % at 20 µM | 360,000 tested, 0.061% active;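 active = GFP/RFP ratio change of at least 30% with cell ATP level not reduced by more than half and red fluorescence within 50% of control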; note: strong numbers were not always called active
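Test system: HT1080 RFP-PRO-GFP cells; Benchmarks: DMSO and RFP-L50D-GFP cell wells; Timing: cells overnight before dosing, compound overnight, 37 °C, 5% CO2; Compound: one 20 µM compound dose with 1% DMSO; Read-out: GFP/RFP fluorescence ratio.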
LMPTP inh: LMPTP (human) inhibition. P24666. recombinant LMPTP-A, OMFP fluorogenic substrate, fluorescence intensity. inhibition, % at 20 µM. 360,000 tested, 0.22% active. AID 651560;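 active = compounds that cut the enzyme signal by at least half of the control window in the single-dose screen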;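 note: plate controls were DMSO wells with enzyme plus substrate for no effect and substrate without enzyme for full effect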
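test system = LMPTP-A | amount = 0.625 nM LMPTP-A final | reagent = fluorogenic phosphatase substrate OMFP at 400 µM final | incubation = 50 min at room temperature | benchmarks = no-enzyme low control, uninhibited high control | medium = Bis-Tris pH 6.0, DTT, detergent | signal = fluorescence intensity of OMFP turnover product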
DNMT1 block: inhibitors of human DNMT1 | P26358 | DNMT1 molecular beacon, Hinp1I cleavage, fluorescence | inhibition (reported as % activation of signal), % at 10 µM | 360,000 tested, 0.83% active | AID 588458; in the data active = inhibition above about 50%
Scp1 inh: inhibitors of human Scp-1 phosphatase. Q9GZU7. Recombinant Scp1, phosphopeptide, malachite green phosphate absorbance. inhibition, % at 20 µM. 340,000 tested, 0.88% active. AID 493091;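 active = inhibition above about 50% at 20 µM, limit read from the data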;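 note: plate controls were DMSO wells with enzyme for no effect and wells lacking enzyme for full effect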
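Test system: SCP-1 catalytic domain; Buffer or medium: Acidic Tris acetate buffer with magnesium and detergent; Also added: Phosphorylated 17-residue peptide substrate; Compound: single 20 µM dose, 1% DMSO; Schedule: enzyme reaction 45 min at room temperature, colour 5 min, stabilisation 30 min; Signal: Phosphate-binding colour reagent, absorbance read at 630 nm.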
SUMO1 PPI mod: modulators of human SUMO1-mediated protein-protein interactions; SUMO1 binding to a labelled peptide, TR-FRET, 1 h; inhibition, % at 20 µM; 360,000 tested, 0.33% active; AID 602429; in the data active = inhibition above about 37%
Target sequence (P63165 whole entry, looked up): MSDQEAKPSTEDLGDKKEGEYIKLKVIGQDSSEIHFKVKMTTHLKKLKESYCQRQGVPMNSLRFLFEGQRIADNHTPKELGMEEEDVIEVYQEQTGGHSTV
SKN-1 block: inhibitors of C. elegans SKN-1; AID 624304; inhibition, % at 21.8 µM; C. elegans VP596 Pgst-4::GFP/RFP ratio, acrylamide-induced, 24 h; 360,000 tested, 0.49% active;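 active = interference check ratio from 0.5 to 1.5 plus GFP to RFP signal ratio inhibition reaching or exceeding a fixed threshold, cut at about 30% in these data, passing the limit was not always enough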; note: some compounds called inactive have numbers as strong as hits
STEP inh: blocks human striatal-enriched tyrosine phosphatase; P54829; recombinant STEP, OMFP fluorogenic substrate, fluorescence; inhibition, % at 20 µM; 360,000 tested, 0.25% active;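 active = inhibition at 20 µM, scaled per plate between control wells, above about 37%, limit read from the data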;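 note: 0% = DMSO with enzyme and substrate and 100% = substrate only without enzyme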
Target sequence (P54829 whole entry, looked up): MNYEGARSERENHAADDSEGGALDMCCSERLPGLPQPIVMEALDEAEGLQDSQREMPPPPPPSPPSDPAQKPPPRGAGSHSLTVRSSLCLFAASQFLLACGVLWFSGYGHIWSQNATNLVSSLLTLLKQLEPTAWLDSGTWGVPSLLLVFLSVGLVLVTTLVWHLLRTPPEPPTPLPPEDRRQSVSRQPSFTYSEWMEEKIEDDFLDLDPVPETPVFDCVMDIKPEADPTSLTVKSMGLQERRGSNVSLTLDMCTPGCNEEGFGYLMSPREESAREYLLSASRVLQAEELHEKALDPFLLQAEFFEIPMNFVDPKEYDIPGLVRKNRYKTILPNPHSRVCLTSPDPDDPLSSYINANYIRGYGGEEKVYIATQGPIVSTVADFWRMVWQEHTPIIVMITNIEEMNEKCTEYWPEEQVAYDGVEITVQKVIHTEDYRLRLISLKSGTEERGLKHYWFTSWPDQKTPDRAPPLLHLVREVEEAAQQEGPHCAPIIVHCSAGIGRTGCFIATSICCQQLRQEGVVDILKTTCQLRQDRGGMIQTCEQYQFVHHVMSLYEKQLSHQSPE
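System: STEP phosphatase, cell-free reaction; Buffer or medium: Bis-Tris pH 6.0 buffer with DTT, detergent; Incubation: 20 min at room temperature, dark; Measured by: fluorescence, 480/540 nm.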
CendR NRP1 mod: alters CendR peptide binding to human NRP-1 | O14786 | FAM-RPARPAR peptide binding to NRP-1, fluorescence polarization | inhibition, % at 25 µM | 360,000 tested, 0.85% active | AID 602438;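 active = inhibition or corrected inhibition above about 18%, plus a signal ratio from 0.5 to 1.5, limit read from the data, passing the limit was not always enough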; note: strong numbers were not always called active
NadD inh: blocks S. aureus nicotinate mononucleotide adenylyltransferase; purified NadD enzyme, colorimetric absorbance read-out; inhibition, % at 20 µM; 360,000 tested, 0.78% active; in the data active = inhibition above about 26%; note: some compounds past the cut are filed as inactive
* hit, by the source's call; i = inactive; · = no result given.

SMILES | Rpn11 block | MT1-MMP act inh | LMPTP inh | DNMT1 block | Scp1 inh | SUMO1 PPI mod | SKN-1 block | STEP inh | CendR NRP1 mod | NadD inh
Cc1sc(NC(=O)C2CC(Cl)=CCC2C(=O)O)c(C#N)c1C (stereo not given) | i | -6 | -0.9 | 1 | 0 | 4 | 1 | 2 | 4 | -1
Oc1ccccc1Oc1ncc(Br)c(Cl)n1 | i | 1 | 1.2 | 2 | 18 | 6 | -3 | 3 | 4 | -5
Cc1ccc(S(=O)(=O)N2CCOCC2)cc1C(=O)OC1CCOC1=O (stereo not given) | i | -6 | 0.3 | 9 | 4 | -1 | 10 | -1 | 0 | 0
COC(c1ccccc1)c1nnc(CCC(=O)N2CCN(CCOc3ccccc3)CC2)o1 (stereo not given) | i | 1 | -0.6 | 0 | -1 | 1 | -7 | -2 | 6 | 1
O=C(Nc1ccc(Br)cc1F)c1ccc2nsnc2c1 | i | 3 | -0.1 | 2 | 12 | -23 | 2 | -1 | 5 | 0
CCOc1ccc(Cc2nnc(SCC(=O)Nc3ccccc3)n(N)c2=O)cc1 | i | 6 | -0.7 | -3 | -1 | 4 | 9 | -1 | -6 | 1
COc1ccc(CNC(=O)CCN2C(=O)[C@@H]3Cc4ccccc4CN3C2=O)cc1 | i | -2 | -0.3 | -1 | -1 | 1 | -7 | -2 | 6 | 2
COCCn1c(C23CC4CC(CC(C4)C2)C3)n[nH]c1=S | i | 2 | -1.1 | 2 | 1 | 0 | 19 | -1 | -88 | 4
COc1ccc(OC)c(CN2CCN(C(=O)c3ccc(S(=O)(=O)Nc4ccccc4F)cc3)CC2)c1 | i | 15 | 0.1 | 1 | 4 | 4 | -4 | 1 | 6 | -4
COc1ccc(CN2C(=O)C(CC(=O)NC3CCCC3)CC(C(=O)N3CCOCC3)=C2C)cc1 (stereo not given) | i | 1 | 0.5 | 0 | · | -2 | 0 | 4 | 9 | -11
O=C(NNc1ccccn1)C(=O)NNS(=O)(=O)c1ccc(F)cc1 | i | 4 | -1.3 | 2 | -3 | 1 | 11 | 1 | -16 | 2
COc1cc(Cl)c(C)cc1NC(=O)c1ccccc1-n1cnnn1 | i | -2 | -1.4 | -1 | -15 | -2 | 10 | 0 | 17 | 1
COc1ccc(Nc2nnc(Cc3ccncc3)c3ccccc23)c(OC)c1 | i | -6 | 1.7 | -1 | -10 | -6 | 14 | 2 | 2 | -5
CCOC(=O)c1ccc(N2C(=O)CC(Sc3nc(C)cc(C)n3)C2=O)cc1 (stereo not given) | i | -2 | -0.5 | 8 | -12 | 6 | 0 | -2 | 4 | 3
Cc1oc(/N=C/c2ccccc2)c(C#N)c1C | i | -14 | 0.5 | 0 | 4 | -11 | 6 | -2 | 0 | -1
O=C1NCCCCC1NS(=O)(=O)c1ccc(Cl)cc1 (stereo not given) | i | -1 | -2.8 | 2 | -11 | -5 | 9 | -1 | 2 | -4
COc1ccc(CCNC(=O)COc2coc(CN3c4ccccc4CC3C)cc2=O)cc1OC (stereo not given) | i | 4 | -1.2 | 1 | -4 | 2 | 3 | 2 | -4 | -1
O=C(NCCCn1ccnc1)c1cc(C(=O)C2CCCCC2)c[nH]1 | i | 0 | -1.5 | -1 | 2 | 1 | -8 | -2 | -3 | -3
C[C@H](NC(=O)c1cc2cc(Cl)ccc2n1C)C(=O)N[C@@H](C(=O)O)c1ccccc1 | i | -1 | -1.6 | 1 | -9 | 4 | 17 | 0 | 9 | -7
CCN(CC(=O)Nc1ccc2c(c1)OCCO2)C(=O)c1ccc(C(F)(F)F)cc1 | i | 0 | 1.5 | -1 | -9 | 0 | 19 | 5 | -5 | -1
O=c1[nH]c(SCc2ccccc2F)nc2ccccc12 | i | 2 | -1.3 | -3 | -3 | 2 | -3 | -2 | 2 | -2
CCCCNC(=O)CNC(=S)N(Cc1ccccc1F)C1CCCCC1 | i | -2 | -0.3 | 0 | -2 | 2 | 13 | -2 | -9 | -9
COc1ccc(C(c2c(O)nc(SC)n(C)c2=O)c2c(O)nc(SC)n(C)c2=O)cc1O | i | -5 | -1.2 | 12 | -8 | 3 | 9 | 1 | 2 | -3
CCOC(=O)Nc1sc(NS(=O)(=O)c2ccccc2)nc1C | i | 5 | -1.1 | 0 | -7 | 1 | 8 | -1 | 2 | 2

Part of the list above in order of count of non-hydrogen atoms, low to high:
SMILES | Rpn11 block | MT1-MMP act inh | LMPTP inh | DNMT1 block | Scp1 inh | SUMO1 PPI mod | SKN-1 block | STEP inh | CendR NRP1 mod | NadD inh
O=C1NCCCCC1NS(=O)(=O)c1ccc(Cl)cc1 (stereo not given) | i | -1 | -2.8 | 2 | -11 | -5 | 9 | -1 | 2 | -4
CCOC(=O)Nc1sc(NS(=O)(=O)c2ccccc2)nc1C | i | 5 | -1.1 | 0 | -7 | 1 | 8 | -1 | 2 | 2
CCCCNC(=O)CNC(=S)N(Cc1ccccc1F)C1CCCCC1 | i | -2 | -0.3 | 0 | -2 | 2 | 13 | -2 | -9 | -9

Further results:
SMILES | Rpn11 block | MT1-MMP act inh | LMPTP inh | DNMT1 block | Scp1 inh | SUMO1 PPI mod | SKN-1 block | STEP inh | CendR NRP1 mod | NadD inh
N#Cc1c(N)nc(N)nc1Nc1ccc(Br)cc1 | i | -1 | -0.5 | -1 | -13 | 5 | 15 | 1 | 1 | -6
Cc1cc(Oc2ccccc2)nc(OCC#N)n1 | i | 2 | -0.4 | 2 | -1 | 1 | -9 | -2 | 1 | 0
O=C(O)CCc1ccc(-c2ccc(Br)cc2)n1-c1cccc(O)c1 | i | -4 | 1.0 | -1 | 5 | 11 | 4 | 0 | 4 | 1
Cc1ccc(/C=N/NC(=O)C(NC(=O)c2ccccc2)c2n[nH]c(=O)c3ccccc23)cc1 (stereo not given) | i | 2 | 1.3 | 1 | -3 | 4 | -2 | 1 | -4 | 10
Cc1cc(NC(=O)Cn2nnc(-c3ccccc3NC(=O)c3ccccc3F)n2)no1 | i | -1 | 0.2 | -2 | -5 | 4 | 3 | -1 | -10 | -8
Cc1ccc(S(=O)(=O)NCCC(=O)NCCCSc2ccccc2)cc1 | i | · | -1.1 | -4 | 0 | 3 | -22 | -2 | -10 | -5
O=C1c2ccccc2NC(c2ccccn2)N1c1ccc(Cl)cc1 (stereo not given) | i | -5 | 0.7 | 0 | -10 | -1 | 3 | -1 | 2 | 3
CCCCNc1nc2ccccc2n1CC(=O)N1CCc2ccccc2C1 | i | 0 | 12 | 1 | -5 | 1 | 0 | -1 | -1 | 3
Cc1ccc(-c2nc(NC(=O)c3nn(C)cc3[N+](=O)[O-])sc2C)cc1C | i | -18 | 0.6 | 0 | 9 | -9 | -1 | 1 | 4 | 1
COc1ccccc1C(=O)NCCC(=O)N1CCN(S(=O)(=O)c2cccc(Cl)c2)CC1 | i | 0 | -1.2 | 4 | 0 | 0 | 16 | -2 | 8 | 7
CCCCCn1c(N(C)Cc2ccccc2)nc2c1c(=O)[nH]c(=O)n2C | i | 0 | -0.7 | -3 | -9 | 7 | 3 | 6 | -8 | -1
O=[N+]([O-])c1cc(Br)c2nsnc2c1N1CCOCC1 | i | -6 | 3.1 | -6 | -5 | -50 | 10 | 3 | 10 | 0

Shown field by field: entries from further up
molecule: Cc1ccc(/C=N/NC(=O)C(NC(=O)c2ccccc2)c2n[nH]c(=O)c3ccccc23)cc1 (stereo not given)
  Rpn11 block: i | MT1-MMP act inh: 2 | LMPTP inh: 1.3 | DNMT1 block: 1 | Scp1 inh: -3 | SUMO1 PPI mod: 4 | SKN-1 block: -2 | STEP inh: 1 | CendR NRP1 mod: -4 | NadD inh: 10

molecule: Cc1cc(NC(=O)Cn2nnc(-c3ccccc3NC(=O)c3ccccc3F)n2)no1
  Rpn11 block: i | MT1-MMP act inh: -1 | LMPTP inh: 0.2 | DNMT1 block: -2 | Scp1 inh: -5 | SUMO1 PPI mod: 4 | SKN-1 block: 3 | STEP inh: -1 | CendR NRP1 mod: -10 | NadD inh: -8

Other entries follow:
SMILES | Rpn11 block | MT1-MMP act inh | LMPTP inh | DNMT1 block | Scp1 inh | SUMO1 PPI mod | SKN-1 block | STEP inh | CendR NRP1 mod | NadD inh
CCOC(=O)C1=C[C@@H](CC)N(S(=O)(=O)c2ccccc2)[C@H]1c1ccccc1 | i | -1 | 1.3 | -10 | · | 5 | 13 | 0 | -20 | -6
Cc1ccnc(NC(=O)CCC(=O)N(CC(=O)NCCc2ccccc2)Cc2ccco2)c1 | i | 5 | -2.6 | 1 | -2 | -2 | 3 | -9 | 0 | -2
CC(=O)Nc1cccc(/C(C)=N/Nc2nc3ccccc3s2)c1 | i | 10 | 0.9 | -3 | -11 | 5 | -5 | -2 | -4 | -3
O=C(NC1CCN(C(=O)Nc2ccc(F)cc2)CC1)c1ccccc1F | i | 0 | 0.6 | -1 | -5 | -3 | 5 | -2 | -5 | -1
CCOC(=O)Nc1ccc2c(c1)N(C(=O)N1CCN(C)CC1)c1ccccc1CC2 | i | -12 | 2.3 | 4 | 4 | 1 | 4 | 2 | 2 | -4
O=C(NCc1ccco1)c1ccc2c(=O)n(CCC3=CCCCC3)c(=O)[nH]c2c1 | i | 2 | -0.3 | 25 | -11 | 9 | -29 | 2 | -11 | 3
CS(=O)(=O)Nc1ccc(C(=O)N2CCN(c3ccccc3F)CC2)cc1 | i | 0 | -1.6 | 0 | -11 | 2 | -19 | -3 | -8 | -7
CCCCn1c(N)c(N(CC(C)C)C(=O)c2c(CC)noc2C)c(=O)[nH]c1=O | i | 6 | -1.5 | 2 | -1 | 5 | -7 | -4 | -10 | -3
CC(C)(C)NC(=O)CN(C(=O)CS(=O)CC(=O)Nc1ccc(F)cc1)c1ccc(Cl)cc1 (stereo not given) | i | 10 | -1.6 | 2 | -5 | 2 | 6 | -2 | 8 | -1
CSc1nc(-c2ccc(F)cc2)cc(=O)[nH]1 | i | 0 | -1.3 | 3 | -1 | 4 | -14 | -3 | -13 | -3
COc1cccc2sc(NNC(=O)c3nc4ccccc4s3)nc12 | i | 4 | 4.5 | -1 | -15 | 10 | 3 | 0 | 3 | 37*
